Screening data: PubChem BioAssay, National Center for Advancing Translational Sciences (NCATS)
SNCA viab count: GF-AFC viability counterscreen for inhibitors of alpha-synuclein gene (SNCA) expression; HEK-293-SNCA-luc viability, GF-AFC fluorescence, 24 h; Potency, µM (titrated, usually from 57.1 µM), without a hit: at the top dose activity change, negative = cytotoxicity, most hits filed as cytotoxic; 150,000 tested, 0.12% active; AID 1671193, 2021;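 further: potency means the concentration at half of the fitted maximal effect; 0% = DMSO-treated cells and -100% = medium-only wells without cells; nearly all actives have a fitted effect of over 30% in size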
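Cytotoxicity counterscreen: after 24 h compound treatment of genome-edited SNCA-luciferase HEK-293 cells, live-cell protease substrate GF-AFC read by fluorescence after 30 min; activity scaled between DMSO (0%) and medium-only (-100%), curves Hill-fitted.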
IP6K1 inhibitor: Primary qHTS assay for small molecule inhibitors of Inositol hexaphosphate kinase 1 (IP6K1). Inositol hexakisphosphate kinase 1 (Homo sapiens), Q92551. activity change, % (series mostly up to about 58 µM). IP6K1 kinase, ADP-Glo luminescence, 2 h; active compounds read low. 140,000 tested, 0.81% active; in the data active means activity change below about -25%
Target sequence (Q92551 whole entry, looked up): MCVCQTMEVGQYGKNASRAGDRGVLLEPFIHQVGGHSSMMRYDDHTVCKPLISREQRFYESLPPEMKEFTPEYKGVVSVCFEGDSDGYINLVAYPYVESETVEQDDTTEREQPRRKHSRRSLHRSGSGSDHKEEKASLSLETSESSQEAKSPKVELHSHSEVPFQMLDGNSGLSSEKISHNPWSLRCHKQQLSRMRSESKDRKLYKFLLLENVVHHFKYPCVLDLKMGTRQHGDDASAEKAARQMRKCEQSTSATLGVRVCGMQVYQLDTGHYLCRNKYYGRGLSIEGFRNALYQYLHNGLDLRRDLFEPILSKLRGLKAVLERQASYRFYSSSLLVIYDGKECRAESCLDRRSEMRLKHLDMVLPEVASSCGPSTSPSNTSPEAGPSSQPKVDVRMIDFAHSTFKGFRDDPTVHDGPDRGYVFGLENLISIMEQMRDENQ
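ADP-Glo luminescence measures ADP made by human IP6K1 during a 2 h RT reaction with ATP/IP6 (mix at 1.3 mM/130 uM); top library doses 57.5 and 19.1 uM final.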
NIH3T3 tox: Cytotoxic Profiling in NIH 3T3 Cell Line of Diverse Libraries Using Quantitative High-Throughput Screening. NIH 3T3 viability, CellTiter-Glo ATP luminescence, 48-72 h. Potency, µM (titrated, usually from 96.7 µM), for the others: at the top dose activity change, negative = cytotoxicity, usual class: inhibitors. 94,000 tested, 4.3% active. AID 1345082, 2018; further: potency means the concentration at half of the fitted maximal effect; nearly all actives have a fitted effect of over 55% in size
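ATP-dependent luminescence (CellTiter-Glo) served as the viability signal for NIH 3T3 cells treated with compound for 48 or 72 hr at 37 °C.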
FLuc inh: Firefly luciferase inhibition profiling of diverse chemical library using quantitative high-throughput screening. Luciferin 4-monooxygenase (Photinus pyralis), P08659. purified P. pyralis luciferase, luminescence, biochemical. Potency, µM (series often up to 115 µM), inactives show at the top dose activity change, negative = inhibition, most hits filed as inhibitors. 76,000 tested, 2.5% active. AID 1347043, 2019; further: potency means the concentration at half of the fitted maximal effect; nearly all actives have a fitted effect of over 65% in size
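Luminescence read by CCD imaging after purified firefly luciferase (10nM final) was added to substrate buffer holding 10uM D-luciferin and 10uM ATP, pH 7.5, pre-dosed with compound.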
HEK cytotox: Cytotoxic Profiling in HEK 293 Cell Line of Diverse Libraries Using Quantitative High-Throughput Screening; HEK 293 viability, ATP luminescence (CellTiter-Glo), 48-72 h; 94,000 tested, 6.6% active; Potency, µM (highest dose often 115 µM), inactives show top-dose activity change, negative = cytotoxicity, hits mostly inhibitors; further: potency means the concentration at half of the fitted maximal effect; nearly all actives have a fitted effect of over 60% in size
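250 HEK 293 cells/well; compound by pintool; incubated 48 or 72 hr at 37 degree Celsius; CellTiter-Glo added, 10 min RT, luminescence imaged.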
GPT2 inh: Primary qHTS assay for inhibitors of Glutamate pyruvate transaminase 2 (GPT2); Potency, µM (titrated, usually from 57.7 µM), for inactives: top-dose activity change, negative = inhibition, hits mostly inhibitors; Alanine aminotransferase 2 (Homo sapiens), Q8TD30; AID 1671188, 2021; Recombinant GPT2, coupled pyruvate oxidase/HRP Amplex Red fluorescence; 100,000 tested, 0.25% active; further: potency means the concentration at half of the fitted maximal effect; nearly all actives have a fitted effect of over 60% in size; many of its hits are not listed in these tables
Target sequence (Q8TD30 whole entry, looked up): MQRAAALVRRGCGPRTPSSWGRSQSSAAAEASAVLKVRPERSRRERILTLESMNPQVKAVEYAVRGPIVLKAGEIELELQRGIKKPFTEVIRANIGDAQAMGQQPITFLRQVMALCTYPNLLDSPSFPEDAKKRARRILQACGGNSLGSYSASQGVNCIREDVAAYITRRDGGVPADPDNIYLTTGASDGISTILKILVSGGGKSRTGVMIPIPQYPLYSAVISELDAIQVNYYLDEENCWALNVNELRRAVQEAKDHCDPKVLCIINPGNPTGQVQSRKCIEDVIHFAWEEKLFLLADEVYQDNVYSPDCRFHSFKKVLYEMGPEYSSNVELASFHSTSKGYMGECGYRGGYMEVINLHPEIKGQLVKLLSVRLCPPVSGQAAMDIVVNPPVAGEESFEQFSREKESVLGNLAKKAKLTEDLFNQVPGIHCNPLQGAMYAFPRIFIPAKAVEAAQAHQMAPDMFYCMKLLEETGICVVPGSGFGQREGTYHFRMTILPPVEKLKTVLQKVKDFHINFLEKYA
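GPT2 10ng/uL, a-KG 250uM, L-Ala 2mM, HEPES pH7.5 + 0.0001% Tween; 30 min RT. Then Amplex mix (PO/HRP/ThPP), 30 min RT dark, fluorescence. AOA 50uM used as positive control.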
SNCA expr inh: Primary qHTS assay for inhibitors of alpha-synuclein gene (SNCA) expression. 140,000 tested, 0.17% active. AID 1671194, 2021. HEK-293 SNCA-luciferase knock-in, luminescence, 24 h. Potency, µM (top dose mostly 57.2 µM), without a hit: top-dose activity change, negative = inhibition, actives largely listed as inhibitors;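 further: potency means the concentration at half of the fitted maximal effect; plate controls were DMSO cells for no effect and cell-free wells for full effect; nearly all actives have a fitted effect of over 45% in size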
Starred values were filed as active, the others as inactive; i = inactive; ? = inconclusive; . = not tested or not shown; [ ] = dose if it differs, or a comment. Unless noted, the call rests on the fitted dose curve; in most records, active means well fitted curve in the direction sought with a large enough effect; inconclusive means small, poorly fitted or top-dose-only effect, or another doubt; inactive means no such curve, though single readings can be large; an effect the other way counts as inactive or inconclusive. Unless noted, on the % scale 0 is the no-effect control and ±100 the full control effect.

Every second line gives: SNCA viab count	IP6K1 inhibitor	NIH3T3 tox	FLuc inh	HEK cytotox	GPT2 inh	SNCA expr inh
CC1CCN(C(=O)C2COc3ccccc3C2)CC1 (centres undefined)
  -3.9%	14.3	.	.	.	.	40.4%[activator]
CCc1ccccc1NC(=O)CN1C(=O)C(c2ccccc2)=NC12CCCCCC2
  -5.1%[12.5 µM]	8.5	?	-8.3%	?	1.7%	-16.9%
CC1(c2cccnc2)N(Cc2ccccc2)C(=O)OC12CCN(C(=O)C1CCC1)CC2 (centres undefined)
  -1.2%[87.6 µM]	-17.5	?	-2.4%[172 µM]	-5.6%[172 µM]	i	3.4%[87.6 µM]
COc1ccc(NC(=O)CN2C(=O)COc3ccc(S(=O)(=O)Nc4ccccc4)cc32)cc1
  ?	9.9	.	.	.	.	-17.7%
CC(C)c1noc(CC2CCN(C(=O)c3ccc(N(C)C)cc3)CC2)n1
  6.5%	0.9	?	-2.3%	?	i	23.3%
OCC1(CN2CCCC2)CCN(Cc2ccc3ccccc3c2)CC1
  -2.1%	14.4	39.8µM*	-1.2%	39.8µM*	0.2%	15.3%
CCc1cc(N2CCC(Oc3ccccc3OC)(C(=O)O)CC2)nc(C)n1
  -4.8%	-32.5*	?	-7.3%	?	2.7%[11.5 µM]	14.8%
COCCNC(=O)c1ccc(OC2CCN(C/C=C/c3ccc(F)cc3)CC2)c(Cl)c1
  -8.4%	35.1	?	-0.6%	44.7µM*	4.6%	?
Cc1ccc(C2NC(=O)N(CC(=O)Nc3c(C)cccc3Cl)C3=C2C(=O)OC3)cc1 (centres undefined)
  -0.5%	1.2	0.2%	8.1%	14.0%	i	16.0%
COCCOC(=O)C1=C(C)N=C2SCCC(=O)N2C1c1ccc(OCc2ccccc2)c(OC)c1 (centres undefined)
  -3.7%	-6.7	.	.	.	.	1.0%
O=C(C1CCCN1c1nccc(Nc2ccccc2F)n1)N1CCC(Cc2ccccc2)CC1 (centres undefined)
  1.4%[12.5 µM]	10.2	39.8µM*	.	28.2µM*	i	-21.8%
CCOc1ccc(-c2ccnc(NC[C@@H]3CCCO3)n2)cc1C(=O)O
  0.1%	-9.7	-3.1%	7.1%	i	i	?
CSc1ccc(CCNC(=O)c2cc3cc(S(=O)(=O)N4CCCCC4)ccc3n2C)cc1
  -5.2%	15.0	.	.	.	.	-16.0%
O=C([C@@H]1C[C@@H](O)[C@H](O)[C@@H]2NC(=S)N(c3ccc(OC(F)(F)F)cc3)[C@@H]21)N1CCCCC1
  2.3%	0.3	-27.4%	14.1µM*	?	?	88.2%[activator]
O=C(NCC1CC1)C1CCN(C(=O)c2ccc(-c3cncnc3)cc2)CC1
  -29.0%	3.3	-27.5%	.	-14.6%	2.8%	-2.7%

(list continues)
Every second line gives: SNCA viab count	IP6K1 inhibitor	NIH3T3 tox	FLuc inh	HEK cytotox	GPT2 inh	SNCA expr inh
O=C1N(C2CCN(Cc3ccc(C(F)(F)F)cc3)CC2)Cc2cccn21
  -0.2%	-10.3	-28.8%	.	?	0.9%	2.8%
COc1cccc([S+](=O)([O-])N2CCC3(C2)N=C(c2ccncc2)C(=O)N3)c1 (centres undefined)
  7.8%	-1.6	-25.3%	0.1%	-12.2%	?	-16.5%
CN1CC2(CCCN(C3CCN(C(=O)c4cnccn4)CC3)C2)OC1=O (centres undefined)
  7.0%	19.8	-2.3%	-3.6%	3.0%	?	4.8%
O=C(CC1CCCC1)N1CCC(c2nc(C3CCOCC3)no2)C1 (centres undefined)
  7.9%	13.4	-18.9%	4.7%	-7.7%	3.5%	?
O=C(c1ccccc1)N1CCCC(Cc2nc(C3CCOCC3)no2)C1 (centres undefined)
  -3.9%	0.0	-8.4%	8.8%	3.1%	i	-0.7%
CSc1cccc(CN(C)Cc2cc3n(n2)CCNC3)c1
  -0.4%	15.0	-9.7%	8.5%	-4.9%	i[11.5 µM]	2.3%
O=C(c1nc(-c2cccnc2)c2ccccn12)N1CCN(c2ncccn2)CC1
  3.2%	0.4	-17.2%	3.1%	?	-1.6%	9.6%
CCN1CCN(C(=O)c2cnc3cc(C)nn3c2)CC1
  0.7%[87.6 µM]	15.8	-5.0%[138 µM]	.	i	i	-8.1%[87.6 µM]
COc1ccc(C)cc1NC(=O)CC(=O)Nc1ccc2nc3n(c(=O)c2c1)CCCCC3
  -0.7%	1.9	.	.	.	.	30.4%[activator]
O=C(c1ccccc1Cl)N1CCC(c2nc(-c3cccnn3)no2)CC1
  -1.9%	-13.9	3.5%	6.3%	-2.6%	1.1%	33.1%[activator]
O=C(Cc1cccs1)N1CC(c2noc(C3CCCN3CC3CC3)n2)C1 (centres undefined)
  -7.0%[12.5 µM]	23.6	-20.4%	5.5%	-7.5%	i	?
O=S(=O)(c1ccc(Br)s1)N1CCN(c2cccc(C(F)(F)F)c2)CC1
  3.5%	-3.5	.	.	.	.	4.1%
Cc1ncsc1CCC(=O)N[C@@H]1COCC[C@@H]1Oc1cccc(F)c1
  -6.3%	-17.4	3.6%	1.7%	i	i	-8.7%
C=C1C[C@@]23CC[C@H]4[C@@](C)(CCC[C@@]4(C)C(=O)OC4OC(CO)C(O)C(O)C4O)[C@@H]2CC[C@]1(OC1OC(CO)C(O)C(O)C1OC1OC(CO)C(O)C(O)C1O)C3 (some centres undefined)
  1.5%	.	.	.	.	-5.5%	0.0%
O=C(c1cccc(OC(F)(F)F)c1)N1CC(CO)C2(CCNCC2)C1 (centres undefined)
  -6.4%[12.5 µM]	10.0	3.5%	2.9%	-4.9%	i	-5.5%

Part of the list above in order of molar mass, lowest first:
Every second line gives: SNCA viab count	IP6K1 inhibitor	NIH3T3 tox	FLuc inh	HEK cytotox	GPT2 inh	SNCA expr inh
O=C(c1cccc(OC(F)(F)F)c1)N1CC(CO)C2(CCNCC2)C1 (centres undefined)
  -6.4%[12.5 µM]	10.0	3.5%	2.9%	-4.9%	i	-5.5%
CN1CC2(CCCN(C3CCN(C(=O)c4cnccn4)CC3)C2)OC1=O (centres undefined)
  7.0%	19.8	-2.3%	-3.6%	3.0%	?	4.8%
O=C1N(C2CCN(Cc3ccc(C(F)(F)F)cc3)CC2)Cc2cccn21
  -0.2%	-10.3	-28.8%	.	?	0.9%	2.8%
Cc1ncsc1CCC(=O)N[C@@H]1COCC[C@@H]1Oc1cccc(F)c1
  -6.3%	-17.4	3.6%	1.7%	i	i	-8.7%
COc1ccc(C)cc1NC(=O)CC(=O)Nc1ccc2nc3n(c(=O)c2c1)CCCCC3
  -0.7%	1.9	.	.	.	.	30.4%[activator]

(cont.)
Every second line gives: SNCA viab count	IP6K1 inhibitor	NIH3T3 tox	FLuc inh	HEK cytotox	GPT2 inh	SNCA expr inh
O=C(C1CCCN(C(=O)C2CC2)C1)N1CCC(N2CCCC2=O)CC1 (centres undefined)
  6.1%[87.6 µM]	-0.2	4.6%[138 µM]	.	4.5%[172 µM]	i	25.4%[87.6 µM]
COc1ccc(CNC(=O)[C@@H]2CCC[C@@H](NC(=O)c3ccc(C#N)cc3)CN(C)C(=O)C2)cc1
  -1.5%	2.8	-3.9%	-5.3%	-1.6%	-0.8%	8.1%
Cc1ccc(C(=O)N2CCCC(n3cc(-c4nc(C(C)C)no4)nn3)C2)cc1F (centres undefined)
  -13.3%	8.9	?	0.8%	?	i	24.6%
COc1ccc(CNc2cc3c(cn2)CN(C)CCN3C)cc1OC
  -17.8%[87.6 µM]	-13.0	?	0.4%[172 µM]	?	i	-12.0%[87.6 µM]
COc1ccc(NC(=O)[C@@H]2C[C@@H](c3ccc(F)cc3)N([S+](=O)([O-])c3ccccc3)C2)cc1
  -10.1%	-0.1	?	1.6%	?	-6.1%	-18.2%
COc1ccnc2c1CCCCC2S(=O)c1nc2ccccc2[nH]1 (centres undefined)
  -23.8%[23.9 µM]	-13.5	.	.	.	-18.6%	23.8%[25.6 µM]
Cc1cccc(Cn2c(SCc3ccc(C(=O)NCCc4ccccc4)cc3)nc3cccnc32)c1
  ?	-10.5	.	.	.	.	7.7%
Cc1ccc(C(=O)N2CCC(Cc3noc(C4CCOCC4)n3)C2)s1 (centres undefined)
  -3.3%	-3.1	-22.7%	-4.5%	?	i	-12.4%
O=C1NCCCCCCN(C(=O)c2cnccn2)[C@H]2C[C@H](C(=O)N3CCc4ccccc4C3)C[C@@H]12
  -24.3%	5.2	-15.8%	3.7%	-18.7%	i	?
CC(C)CCN1CCc2c(n(Cc3cccnc3)n(CCc3ccccc3)c2=O)C1
  -11.2%[87.6 µM]	-14.3	?	-2.7%[172 µM]	-18.9%[172 µM]	4.3%[88.5 µM]	-6.2%[87.6 µM]
CCN1c2cc(C(=O)Nc3ccc(Cl)c(C)c3)ccc2C(=O)N2CCCCC21 (centres undefined)
  ?	2.5	?	-12.6%	15.8µM*	i	-28.7%
Cc1ccc(-c2noc(-c3nc(-c4ccncc4)no3)n2)cc1
  1.8%	0.0	-9.9%	-14.3%	-12.9%	i	43.0%[activator]
CCOC(=O)N1CCc2c(sc3c2c(=O)n(-c2ccc(CC)cc2)c(=O)n3CC(=O)c2ccc(F)cc2)C1
  -2.8%	25.1	.	.	.	.	-9.3%
O=S(=O)(Nc1cc(Cl)c(Oc2cnc3ccccc3c2)c(Cl)c1)c1ccc(Cl)cc1Cl
  3.5%	9.9	.	.	.	i	.
O=C(N[C@@H]1CCOC[C@H]1Oc1ccccn1)c1ccccc1-c1ncc[nH]1
  -3.4%	10.7	-12.7%	0.0%	2.2%	-7.6%	10.9%
Cc1cccc(NC(=O)N2C[C@@H](F)C[C@H]2C(=O)N2CCc3ccccc3C2)c1C
  -10.1%	2.9	i	-3.3%	?	i	-3.2%
CN(CCc1ccccn1)[C@H]1[C@@H]2OC[C@@H](O2)[C@@H](NCc2ccccc2O)[C@@H]1O
  6.5%[87.6 µM]	4.3	1.0%[174 µM]	-4.2%[172 µM]	-8.9%[172 µM]	2.0%[88.5 µM]	-1.0%[87.6 µM]
O=C(N[C@H]1CCN2C(=O)N(c3cccc4nsnc34)C(=O)[C@@H]2C1)c1ccnc(Cl)c1
  1.5%	10.0	-6.0%	-2.3%	-11.8%	-25.1%	16.2%
